Source: PubChem BioAssay (National Center for Advancing Translational Sciences (NCATS))
DT40 TDP1 no CPT: qHTS for Inhibitors of human tyrosyl-DNA phosphodiesterase 1 (TDP1): qHTS in cells in absence of CPT; DT40 Tdp1-/- hTDP1 cells, no CPT, ATP luminescence, 48 h; Potency, µM (titrated, usually from 46.2 µM), for the others: at the highest dose activity change, negative = growth inhibition, usual class: inhibitors; 15% of 420,000 active; AID 686978, 2013; also: nearly all actives have a fitted effect of over 55% in size
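Luminescent ATP content (CellTiter-Glo) served as the growth readout. Knockout chicken DT40 cells expressing human TDP1 were exposed to compounds without camptothecin for a minimum 48 hr at 37 °C.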
KAT2A inh: qHTS Assay for Inhibitors of GCN5L2 | Histone acetyltransferase KAT2A (Homo sapiens), Q92830 | GCN5L2 HAT assay, ThioGlo1 CoA-SH fluorescence | Potency, µM (series often up to 58.9 µM), for the others: top-dose activity change, negative = inhibition, usual class: inhibitors | 0.21% of 390,000 active | AID 504327, 2011
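ThioGlo1-coupled HAT assay: 20nM GCN5L2, 70uM acetyl-CoA, 75uM H3(1-25) peptide, pH 7.5. Fluorescence read at 340/540nm at start and after 20 min at room temperature.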
TDP1 block: qHTS Assay for Inhibitors of Tyrosyl-DNA Phosphodiesterase (TDP1); Tyrosyl-DNA phosphodiesterase 1 (Homo sapiens), Q9NUW8; recombinant TDP1, AlphaScreen DNA substrate cleavage; Potency, µM (series often up to 130 µM), for inactives: top-dose activity change, negative = inhibition, hits mostly inhibitors; 0.28% of 350,000 active; also: nearly all actives have a fitted effect of over 40% in size
Target sequence (Q9NUW8 whole entry, looked up): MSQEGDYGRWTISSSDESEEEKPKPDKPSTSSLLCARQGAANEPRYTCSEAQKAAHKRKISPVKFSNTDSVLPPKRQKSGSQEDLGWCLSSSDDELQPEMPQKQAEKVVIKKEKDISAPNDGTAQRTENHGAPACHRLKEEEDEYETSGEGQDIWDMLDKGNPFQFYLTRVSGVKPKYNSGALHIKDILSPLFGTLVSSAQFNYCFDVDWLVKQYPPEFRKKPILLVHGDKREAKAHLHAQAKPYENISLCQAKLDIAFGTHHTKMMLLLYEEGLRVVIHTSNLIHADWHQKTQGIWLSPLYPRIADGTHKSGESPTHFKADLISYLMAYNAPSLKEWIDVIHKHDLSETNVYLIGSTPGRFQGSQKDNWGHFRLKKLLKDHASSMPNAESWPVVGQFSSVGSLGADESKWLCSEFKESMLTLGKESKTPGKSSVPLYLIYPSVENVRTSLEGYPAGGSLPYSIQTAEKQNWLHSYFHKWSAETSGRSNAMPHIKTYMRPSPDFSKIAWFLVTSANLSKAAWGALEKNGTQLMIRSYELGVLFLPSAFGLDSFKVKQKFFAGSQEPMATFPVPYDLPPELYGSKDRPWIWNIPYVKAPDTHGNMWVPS
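Enzyme-compound mixtures sat 15 min at room temperature, followed by a 5 min reaction with 15 nM final substrate and 10 min with AlphaScreen beads. Recombinant human Tdp1 was used at 1 nM final.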
The depositor's hits bear a star; ? = inconclusive; . = no result given; & = joins results of further samples; [ ] = dose if it differs, or a comment. Calls follow the shape of the dose curve; as a rule, active = well fitted curve in the direction sought with a large enough effect; inconclusive = small, poorly fitted or top-dose-only effect, or another doubt; inactive = no such curve, though single readings can be large; an effect the other way counts as inactive or inconclusive. % is scaled to controls: 0 for no effect and ±100 for the full control effect; potency is read from the fitted curve at half-maximal effect.

SMILES	DT40 TDP1 no CPT	KAT2A inh	TDP1 block
CCC(=O)c1ccc(OCC(=O)N2CCN(S(=O)(=O)c3ccc(Cl)s3)CC2)cc1	?	-25%	-3%
O=C(O)C1CCN(S(=O)(=O)Cc2ccccc2)CC1	11%	-24%	.
COC(=O)c1cc2c(s1)-c1cc(F)ccc1OC2	-19%	0%	0%
Cc1cc(C)cc(N(C(=O)Cn2nnc(-c3ccccc3)n2)C(C(=O)NC2CCCCC2)c2ccccn2)c1 (stereo unspecified)	-4%	-2%	0%
NC(=O)c1ccccc1OCC(=O)N1CCc2ccccc2C1	13µM*	4%	0%[0.0935 µM]
O=C(c1cc(-c2ccccc2)nc2ccccc12)N1CCCc2ccccc21	23µM*	-12%	5%
CC(C)OC(=O)CC1C(=O)NCCN1C(=S)NC(=O)c1ccc(F)cc1 (stereo unspecified)	?	-8%	0%
CC(=O)c1ccc(OCCNS(=O)(=O)c2ccc(-n3cnnn3)c(C)c2)cc1	?	-4%	-3%
COc1ccc(C2NC(=O)N(C)C3=C2C(=O)N(c2ccc(F)cc2)C3)cc1 (stereo unspecified)	-28%	-6%	7%
Cc1noc(C)c1C(=O)Nc1ccc(S(=O)(=O)N2CCC(C)CC2)cc1	-26%	1%	-6%
CC1CCN(CC(=O)n2c3c(c4ccccc42)CCCC3)CC1	?	2%	5%
CC1=NN(C(=O)c2ccccc2C)C(O)(c2ccc(Cl)cc2)C1 (stereo unspecified)	?	-20%	.
O=C(NCCN1CCCCC1)Nc1ccc([N+](=O)[O-])cc1	-6%	0%	.
Oc1cccc(/C=C/c2ccc3cccc(O)c3n2)c1	16µM*	-3%	.
CC(=O)Nc1ccc(S(=O)(=O)Nc2nccc(/C=C/c3ccccc3F)n2)cc1	1%	4%	6%
O=C(O)CC(CC(=O)O)c1ccsc1	1%	-8%	1%
CC(=O)NC(CCC(=O)O)C(=O)O (stereo unspecified)	3%&-2%	-8%	-7%
O=C(Nc1ccc2c(c1)CCC2)c1cccs1	-29%	0%	-3%
O=C(COC(=O)c1ccc(Cl)nc1)NCCc1ccc(F)cc1	3%	0%	-4%
CCCCOc1ccc(C(=O)Nc2cccc(-c3nc4cccnc4s3)c2)cc1	?	-7%	9%
CCOC(=O)c1cccc(NC(=O)CCC(=O)N2CC(C)Oc3ccc(C)cc32)c1 (stereo unspecified)	?	-5%	9%
CCN(CC)S(=O)(=O)c1ccc2oc(SCC3CN=C(c4ccc(OC)cc4)S3)nc2c1 (stereo unspecified)	16µM*	-2%	-2%
Cc1cc(OCCN2CCCCCC2)ccc1[N+](=O)[O-]	21%	-15%	5%
CCCCCCCCCC[n+]1cccc2c3ccccc3ccc21	0.15µM*	-11%	6%

3 compounds drawn at random from those above:
SMILES	DT40 TDP1 no CPT	KAT2A inh	TDP1 block
CC(=O)NC(CCC(=O)O)C(=O)O (stereo unspecified)	3%&-2%	-8%	-7%
CCCCOc1ccc(C(=O)Nc2cccc(-c3nc4cccnc4s3)c2)cc1	?	-7%	9%
O=C(O)CC(CC(=O)O)c1ccsc1	1%	-8%	1%

Carrying on.
SMILES	DT40 TDP1 no CPT	KAT2A inh	TDP1 block
O=C(COC(=O)CCNS(=O)(=O)c1ccc(Cl)cc1)NCc1ccco1	-3%	-7%	2%
COC(=O)c1ccc(NC(=O)CSc2nc(=O)cc(N)n2-c2ccccc2)cc1	?	0%	1%
CCc1noc(C)c1C(=O)OCC(=O)Nc1cccc(C)c1	-2%	-1%	1%
CCN(CC)Cc1ccc(OC)c(Cl)c1	-1%	-2%	5%
COc1ccc(C(=O)Nc2ccccc2C(=O)N/N=C/c2cccc3ccccc23)cc1	16µM*	-12%	4%
Cc1nc(-c2ccccc2)sc1-c1ccc(SCC(=O)Nc2cccc(C(F)(F)F)c2)nn1	-23%	-4%	.
CC1(C)NC(=O)N(CC(=O)N2CCN(S(=O)(=O)c3cc(Cl)ccc3Cl)CC2)C1=O	-6%	-2%	1%
COc1cc2sc(C)nc2c2ccccc12	0%	-22%	.
Cc1ccc(C2NC(c3ccc(C)cc3)C([N+](=O)[O-])C(C)(C)C2[N+](=O)[O-])cc1 (stereo unspecified)	-9%	-10%	6%
COc1cc(C(=S)N2CCCC2)cc(OC)c1OC	8%	2%	-9%
Cc1ccc(NC(=O)CCC(=O)NCCO)cc1	-3%	0%	-1%
COc1cccc(N2C(=O)CSC23C(=O)N(CC(=O)Nc2cc(C)ccc2C)c2ccccc23)c1 (stereo unspecified)	?	3%	-5%
Cc1ncc(CO)c(/C=N/NC(=O)c2ccccc2Br)c1O	?	?	8%
CCOC(=O)c1c(-c2ccccc2)csc1NC(=O)CSc1ccccc1	?	-15%	5%
C/C(CC(=O)NCc1ccco1)=N\NC(=O)CC#N	18%	-6%	-3%
O=C(CN1CCN(Cc2cccc(Cl)c2)C1=O)NCc1cccs1	-19%	-4%	2%
CNC(=S)SCCOc1ccc(C)cc1	6%	-9%	0%
COc1ccc(NC(C)=O)cc1NC(=O)CCn1c(=O)sc2ccccc21	-12%	-3%	7%
CCOCCCNC(=S)NCCc1ccccc1	?	4%	6%
Cc1cc(O)c(C(C)C)cc1NC(=O)c1ccc(Cl)cc1	?	0%	2%
CC(=O)N1c2ccccc2C(=O)C1N1CCN(c2ccccc2)CC1 (stereo unspecified)	?	-16%	0%
O=C(CCS(=O)(=O)c1cc2c3c(c1)CCN3C(=O)CC2)NCc1ccc(Cl)cc1	-19%	26%	-3%
O=C(c1cc(Br)ccc1Cl)N1CCN(c2ccc(N3CCOCC3)nn2)CC1	-9%	3%	.
O=S(=O)(Nc1cc(Cl)ccc1-n1cncn1)c1cc(Br)ccc1Br	5.8µM*	1%	-2%[56.1 µM]
COc1cc(C(=O)NNC(=O)C2CCCC2)cc(OC)c1OC	-4%	-1%	0%
CCOc1ccccc1NC(=O)C(CC)Sc1nc2ncccc2[nH]1 (stereo unspecified)	?	-2%	4%
Cc1ccccc1S(=O)(=O)N(CC(O)CN1CCCCC1)c1ccccc1 (stereo unspecified)	-5%	-9%	0%
Cc1ccc(NC(=O)CC2C(=O)NCCN2C(=O)c2ccc(F)cc2)cc1 (stereo unspecified)	-2%	13%	2%
Cc1c(N=Nc2c(-c3ccc([N+](=O)[O-])cc3)[nH]n(C(N)=S)c2=O)cccc1[N+](=O)[O-]	2.9µM*	-18%	3%
CC(=O)Nc1ccc(N/C=C/C(=O)c2ccc(Br)cc2)cc1	7%	-20%	.
CCOC(=O)N1CCN(S(=O)(=O)c2ccc(C(=O)Nc3sc4c(c3C(N)=O)CC(C)(C)NC4(C)C)cc2)CC1	25%	-8%	13%
CCn1cnc2sc(C(=O)O)c(C)c2c1=O	2%	3%	5%
Cc1ccn2c(NC(=O)c3ccco3)c(-c3ccccc3)nc2c1	-16%	-4%	5%
Cc1cc(NC(=O)CSc2nc(-c3ccco3)cc(C(F)(F)F)n2)no1	0.73µM*	-5%	4%[56.1 µM]
COc1ncccc1C(=O)N1CCC(n2nccc2NC(=O)CC(C)C)CC1	-3%	4%	4%
Cc1ccc(NC(=O)C2CCCN(S(=O)(=O)c3c(C)noc3/C=C/N(C)C)C2)c(C)c1 (stereo unspecified)	11%	-9%	9%

Whole records as entered above. Screens in order: DT40 TDP1 no CPT, KAT2A inh, TDP1 block
`Cc1c(N=Nc2c(-c3ccc([N+](=O)[O-])cc3)[nH]n(C(N)=S)c2=O)cccc1[N+](=O)[O-]` across the screens: 2.9µM*, -18%, 3%
`Cc1ccn2c(NC(=O)c3ccco3)c(-c3ccccc3)nc2c1` across the screens: -16%, -4%, 5%
`Cc1ccccc1S(=O)(=O)N(CC(O)CN1CCCCC1)c1ccccc1` (stereo unspecified) across the screens: -5%, -9%, 0%
`Cc1ccc(NC(=O)C2CCCN(S(=O)(=O)c3c(C)noc3/C=C/N(C)C)C2)c(C)c1` (stereo unspecified) across the screens: 11%, -9%, 9%
`CCn1cnc2sc(C(=O)O)c(C)c2c1=O` across the screens: 2%, 3%, 5%

More compounds:
SMILES	DT40 TDP1 no CPT	KAT2A inh	TDP1 block
COc1ccc(CNC(=O)C2CCN(S(=O)(=O)c3cccc(-c4noc(C)n4)c3)CC2)cc1	9.2µM*	-3%	0%
COC(=O)[C@@H]1C[C@H]1[C@@H](NC(=O)c1ccccc1)c1ccccc1	20%	0%	0%&1%
COc1cc(NC(=O)Nc2nnc(N3CCCCCC3)s2)cc(OC)c1	16µM*	-7%	6%
COc1cccc(C(=O)OCC(=O)Nc2nnc(-c3ccccc3)o2)c1	?	-1%	0%
COC(=O)CCCn1c(-c2ccc(C)cc2)c(C)n2c3c(=O)n(C)c(=O)n(C)c3nc12	.	-2%	5%
O=C(CSc1nnc(CNC(=O)c2ccco2)o1)Nc1cccc(C(F)(F)F)c1	5%	-6%	1%
Cc1cc(Oc2ccc(Cl)cc2)nc(-c2ccccn2)n1	5.2µM*	-7%	.
O=[N+]([O-])c1cccc(C(=Nc2ccccc2Cl)NO)c1	-2%	-3%	3%
COc1ccccc1C(=O)NCCC(=O)N(C)CC(=O)Nc1ccc(C)cc1	-11%	-3%	.
CCNc1nc(NCC)nc(N(C)/N=C/c2ccco2)n1	5%	-8%	.
CCn1nc(C)cc1-c1nnc(Sc2ncc([N+](=O)[O-])s2)n1C	0.58µM*	-11%	.
O=C(c1ccc(Cl)cc1[N+](=O)[O-])N1CCc2ccccc2C1	?	?	8%
O=C(OCc1cc(Cl)ccc1OC(F)F)c1ccc([N+](=O)[O-])o1	.	-7%	8%
O=C1CC(c2ccccc2)Sc2ccccc2N1 (stereo unspecified)	10µM*	0%	3%
COc1cc(CN2CCN(Cc3ccc4cc(F)ccc4n3)CC2CCO)cc(OC)c1 (stereo unspecified)	-25%	-14%	5%
Cc1[nH]c(=O)[nH]c(=O)c1S(=O)(=O)N1CCC(C(=O)N2CCN(c3cccc(C(F)(F)F)c3)CC2)CC1	-1%	-11%	3%
COc1ccccc1N1CCN(C2CCCN(C(=O)Cn3cccn3)C2)CC1 (stereo unspecified)	5%	0%	6%
CCc1nc(-c2cc(S(=O)(=O)N3CCN(c4ccccc4F)CC3)ccc2OC)no1	-85%	-5%	6%
Cc1cc(C)n(CC(O)COc2ccc(Cl)cc2)n1 (stereo unspecified)	-15%	-7%	.
Cc1cc(Cl)c2c(c1)[C@]1(C(=O)N2)[C@@H]2C(=O)N(Cc3ccccc3)C(=O)[C@@H]2[C@@H]2CCCN21	?	-5%	7%
COc1ccc(-c2ccc(-c3noc(-c4cccc(OC)c4)n3)c(OC)n2)cc1	-25%	-3%	-6%
CCCc1nc2ccccc2c(=O)n1/N=C/c1ccc(O)cc1	?	-22%	6%
CC(C(=O)Nc1ccc(S(=O)(=O)N2CCOCC2)cc1)N(c1ccccc1)S(C)(=O)=O (stereo unspecified)	-20%	?	-5%
CC(C)(C)OC(=O)NC(CC(=O)OCc1ccccc1)C(=O)O (stereo unspecified)	-26%	-4%	1%
COc1ccc(NC(=O)CSc2nnc(CNC(=O)COc3ccc(Cl)cc3)o2)c(OC)c1	-10%	-4%	4%
N=c1c2c(ncn1CCN1CCOCC1)Oc1cc(O)ccc1C2c1ccccc1 (stereo unspecified)	?	-5%	5%
COC(=O)C1=C(N)Oc2c(oc(CO)cc2=O)C1c1c(F)cccc1Cl (stereo unspecified)	?	-1%	8%
CN(c1ccc(-c2csc(NC(=O)C3CC(=O)N(Cc4ccco4)C3)n2)cc1)S(C)(=O)=O (stereo unspecified)	-16%	-16%	1%
COCCC(=O)NC1CCCc2c1cnn2-c1cccc(C)c1C (stereo unspecified)	-22%	2%	.
CCOC(=O)c1ccc(NC(=O)CCc2c(C)nc3cc(-c4ccc(OC)cc4OC)nn3c2C)cc1	?	-6%	7%
CCOCCc1nnc(NC(=O)C(=O)c2cc(C)n(-c3cccc(Cl)c3)c2C)s1	?	-7%	6%
Cc1ccc(C)n1-c1cc(S(=O)(=O)N2CCOCC2)ccc1N1CCCC1	26µM*	-4%	4%
Cc1c(C2=CCN(S(=O)(=O)c3ccc(Br)cc3)CC2)c2ccccc2n1C	?	-5%	3%
CCCc1[nH]nc2c1C(c1ccc(Br)s1)C(C#N)=C(N)O2 (stereo unspecified)	7.3µM*	-8%	6%
CCN(CC)c1ccc(N2C(=O)c3ccccc3C2=O)cc1	1%	-7%	6%
Nc1ccc(C(=O)N/N=C/c2ccc(N3CCOCC3)s2)cc1	-30%	-18%	1%
O=C1c2ccccc2C(=O)N1Cc1cc(-c2ccccc2Cl)no1	-2%	35%[activator]	0%
Cc1cc(C)n2nc(C(=O)Nc3ccc4c(c3)OCO4)cc2n1	-23%	1%	1%

Only part of the results is shown, so the mix of outcomes need not match the whole.
